CHRM5 antagonist: CHRM5 antagonism in calcium assay. CHO-hM5 cells, Fluo-8 calcium fluorescence, ACh EC80. 360,000 compounds, 0.59% hits. P08912. inhibition, % at 3 µM;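 active means inhibition above a per-plate cutoff, the mean of that plate's test compounds plus 3 SD, cut at about 27% in these data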;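 further: 0% = acetylcholine EC80 with DMSO and 100% = DMSO without agonist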
M4 PAM: CHRM4 positive allosteric modulation; CHO-K1 hM4/Gqi5, Fluo-8 calcium fluorescence, ACh EC20; 0% = ACh EC20, 100% = maximal ACh; activation, % at 3 µM; 360,000 compounds, 0.4% hits; AID 624126;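 active means activation above its plate's cutoff, the mean activation of sample wells plus 3 SD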; further: some results filed as inactive read as strong as hits
CRFBP-R2 agonist: agonists of human CRF-binding protein/CRF-R2 receptor complex. 350,000 compounds, 0.46% hits. HEK293 CRF-R2/CRF-BP, calcium dye fluorescence (FLIPR); percent of saturating CRF peptide response. activation, % at 13.2 µM;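 active means activation of at least 50%, plus an integration ratio under a set limit after plate pattern correction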;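 further: plate controls were neutral control wells without compound for no effect and CRF at EC100 for full effect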
CHRM5 PAM: potentiates acetylcholine response at human M5 receptor; P08912; CHO-K1 hM5, Fluo-8 calcium, ACh EC20 PAM; 0% = ACh EC20, 100% = ACh EC100; activation, % at 3 µM; 360,000 compounds, 0.3% hits; AID 624038;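 active means activation above the run cutoff, the mean activation of all test compounds plus 3 SD, cut at about 18% in these data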
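Test system: CHO-K1 hM5 cells / Doses: single-point, 3 µM nominal / Times: Post-acetylcholine fluorescence recording 140 s / Technique: Fluo-8 calcium fluorescence / Measure: Max/basal fluorescence ratio as % of EC20–EC100 ACh window / Benchmarks: low control EC20 acetylcholine (0%), high control EC100 acetylcholine (100%) / Replicates: one well per compound, no replicates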
CHRM4 antagonist: antagonists of human muscarinic M4 receptor (CHRM4) | P08173 | CHO-hM4 cells, ACh EC80, Fluo-8 calcium fluorescence | 360,000 compounds, 0.73% hits | inhibition, % at 3 µM;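 active means inhibition above its plate's cutoff, the mean inhibition of sample wells plus 3 SD, cut at about 27% in these data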;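 further: 0% = acetylcholine EC80 with DMSO and 100% = DMSO without agonist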
CRFR2-BP antag: blocks CRF-induced signaling of the CRF-BP/CRF-R2 complex; HEK293 CRF-R2/CRF-BP, CRF-induced calcium fluorescence; AID 588475; inhibition, % at 11.8 µM; 350,000 compounds, 0.59% hits;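 active means inhibition of the ligand-induced calcium signal above about 50% at the single tested concentration, limit read from the data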
CHRM5 agonist: agonists of human muscarinic M5 receptor (CHRM5). activation, % at 3 µM. 360,000 compounds, 0.19% hits. CHO-K1 hM5 cells, Fluo-8 calcium fluorescence; 0% DMSO wells, 100% maximal acetylcholine response. P08912;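 active means activation above the run's mean over test compounds plus 3 SD, cut at about 23% in these data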;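 further: signal is peak over basal fluorescence ratio across the kinetic read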
IDE inh: inhibits human insulin-degrading enzyme in HEK cells; FAbetaB cleavage, fluorescence polarization; inhibition, % at 5.59 µM; AID 434962; P14735; 320,000 compounds, 0.41% hits;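 active means percent inhibition above the average of all tested compounds plus 3 SD, set per screening campaign, cut at about 16% in these data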;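 further: IDE supplied by intact live HEK cells; FP after avidin binding of uncleaved biotin substrate so inhibition keeps polarization high; 0% = DMSO wells and 100% = 60 µM reference IDE inhibitor Ii1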
Target sequence (P14735 whole entry, looked up): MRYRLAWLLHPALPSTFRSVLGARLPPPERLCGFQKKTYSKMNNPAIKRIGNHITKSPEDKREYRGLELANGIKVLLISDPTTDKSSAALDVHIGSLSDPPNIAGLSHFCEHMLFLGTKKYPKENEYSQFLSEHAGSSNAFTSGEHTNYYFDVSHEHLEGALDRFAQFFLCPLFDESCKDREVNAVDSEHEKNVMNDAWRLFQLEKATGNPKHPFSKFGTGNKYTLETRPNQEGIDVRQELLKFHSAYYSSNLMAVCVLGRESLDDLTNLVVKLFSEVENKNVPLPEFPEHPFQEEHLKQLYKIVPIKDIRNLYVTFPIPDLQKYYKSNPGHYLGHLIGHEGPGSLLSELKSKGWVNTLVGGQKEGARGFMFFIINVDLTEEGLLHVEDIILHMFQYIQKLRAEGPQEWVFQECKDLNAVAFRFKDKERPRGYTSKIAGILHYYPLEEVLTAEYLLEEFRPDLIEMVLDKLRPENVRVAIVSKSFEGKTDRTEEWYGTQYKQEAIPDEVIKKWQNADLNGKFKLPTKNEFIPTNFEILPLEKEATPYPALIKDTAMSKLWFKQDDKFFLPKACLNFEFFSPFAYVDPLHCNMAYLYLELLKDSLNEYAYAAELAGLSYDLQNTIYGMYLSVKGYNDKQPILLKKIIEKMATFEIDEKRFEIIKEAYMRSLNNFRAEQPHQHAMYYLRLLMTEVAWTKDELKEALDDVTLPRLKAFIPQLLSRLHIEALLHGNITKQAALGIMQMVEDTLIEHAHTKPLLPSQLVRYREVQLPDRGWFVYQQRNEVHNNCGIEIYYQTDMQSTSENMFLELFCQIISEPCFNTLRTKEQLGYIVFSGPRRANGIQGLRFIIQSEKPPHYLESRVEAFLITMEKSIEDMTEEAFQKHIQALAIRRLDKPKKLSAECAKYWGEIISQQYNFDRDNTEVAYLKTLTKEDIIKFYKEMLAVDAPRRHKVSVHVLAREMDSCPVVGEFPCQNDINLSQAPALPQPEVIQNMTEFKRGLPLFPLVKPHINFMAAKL
CHRM4 agonist: agonists of human muscarinic M4 receptor (CHRM4); P08173; AID 624127; 360,000 compounds, 0.14% hits; CHO-K1 hM4/Gqi5, Fluo-8 calcium fluorescence; vehicle 0%, full acetylcholine response 100%; activation, % at 3 µM;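 active means activation above the run mean over all test wells plus 3 SD, cut at about 32% in these data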;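 further: peak over basal fluorescence ratio per well then scaled between controls; 0% = DMSO wells and 100% = acetylcholine at EC100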
Starred values were filed as active, the others as inactive; / = no result given. Hits appear at their usual frequency. Share with any hit: about 2.9%.

Structure,CHRM5 antagonist,M4 PAM,CRFBP-R2 agonist,CHRM5 PAM,CHRM4 antagonist,CRFR2-BP antag,CHRM5 agonist,IDE inh,CHRM4 agonist
O=C(CCCCCN1C(=O)c2cccc3cccc(c23)C1=O)NCCCO,13,1,-1.4,-2,1,19,-2,-5,1
C[C@H](CO)N1C[C@H](C)[C@@H](CN(C)S(=O)(=O)c2cn(C)cn2)OCc2cnnn2CCCC1=O,-5,8,0.5,0,-18,-5,-1,/,1
Cc1cccc(Nc2c3c(nc4ncnn24)CCC3)c1,0,-3,0.2,1,-1,-2,-2,3,1
O=C(Cc1ccc(Cl)cc1)NCC(=O)N1CCCCCC1,7,-1,-1.3,5,-8,5,-1,-2,1
C=CCn1c(SCC(=O)Nc2cccnc2Cl)nnc1-c1ccc(C(C)(C)C)cc1,-4,4,0.1,2,1,-12,4,3,4
CCN1C(=O)CSc2ccc(C(=O)NCc3ccccc3OC)cc21,6,-13,-0.3,-6,-4,-11,2,10,5
CC1(C)CC(=O)C2=C(C1)N(c1ccc(F)cc1)C(=O)CC2c1ccccc1 (stereo not given),-2,4,0.1,1,-8,-2,-10,8,-1
O=C(O)C(=Cc1ccncc1)c1cccc2ccccc12,13,-4,0.2,-4,-1,15,3,/,1
CC(Oc1ccccc1)C(=O)N1CCN(c2ccc(N3CCCCC3)nn2)CC1 (stereo not given),-1,5,0.9,1,-2,5,-2,14,1
COc1ccccc1C1NC(=O)NC(C)=C1C(=O)Nc1cccc(C)c1C (stereo not given),1,0,0.3,-3,-16,1,2,1,1
CCOc1ccccc1NC(=O)c1ccc2ccccc2c1,3,-2,-0.5,-5,0,3,-1,-5,-2
COc1ccccc1NC(=O)CN1CCN(CC(=O)Nc2ccc(Cl)c(C(F)(F)F)c2)CC1,0,7,2.4,-2,6,3,3,/,8
O=C(NCCOc1ccccc1F)c1ccccc1SCc1ccc(F)cc1,-2,-11,-3.1,-12,-6,64*,-3,4,7
CC1(C)C(=O)C=CC(=O)C(C)(C)C(=O)C=CC(=O)C(C)(C)C2=CC=C(O2)C(C)(C)C(=O)C=CC1=O,15,4,0.3,-3,-5,0,1,/,4
Cn1ncc([N+](=O)[O-])c1C(=O)N1CCOCC1,-6,3,-3.4,1,7,6,1,-7,0
CC1=NN(C(N)=S)C(=O)C1N=Nc1c(Cl)cc([N+](=O)[O-])cc1Cl (stereo not given),2,-4,12,-8,-6,26,9,-7,5
CC1Cc2ccccc2N1CC(=O)NC(c1ccccc1)c1ccccc1 (stereo not given),-6,-6,0.9,-7,-13,13,-11,-5,-2
CCOc1ccc(CN2CCN(C3CCC3)CC2CCO)cc1 (stereo not given),1,0,-0.1,-2,-9,2,0,3,1
COc1ccc(CCn2nc(C)c([N+](=O)[O-])c2C)cc1,18,-4,-1.1,-8,5,12,-6,-1,0
CCC(C)(C)NC(=O)CN(C(=O)CNS(=O)(=O)c1ccccc1)c1ccccc1,1,7,-0.8,-2,-3,-26,-1,1,1
Cn1c(N)c(C(=O)c2ccc(Cl)cc2)c(=O)n(C)c1=O,0,5,2.9,-5,3,14,-1,0,1
COc1ccccc1NC(=O)CSc1nnc2ccccn12,5,15,-1.1,2,-7,1,0,0,0
CC1(C)CC(=O)C2=C(C1)OC(N)=C(C#N)C2C1CC=CCC1 (stereo not given),-1,-4,-9.6,-8,3,-23,3,-1,1
N#Cc1ccc(-c2ccccc2)nc1SCC(=O)c1cccc(Cl)c1,4,0,5.0,-3,2,-9,-2,1,1

3 entries from above, with two lines to a compound.
Under each structure – CHRM5 antagonist, M4 PAM, CRFBP-R2 agonist, CHRM5 PAM, CHRM4 antagonist, CRFR2-BP antag, CHRM5 agonist, IDE inh, CHRM4 agonist
> COc1ccc(CCn2nc(C)c([N+](=O)[O-])c2C)cc1
  18, -4, -1.1, -8, 5, 12, -6, -1, 0
> CCC(C)(C)NC(=O)CN(C(=O)CNS(=O)(=O)c1ccccc1)c1ccccc1
  1, 7, -0.8, -2, -3, -26, -1, 1, 1
> Cn1c(N)c(C(=O)c2ccc(Cl)cc2)c(=O)n(C)c1=O
  0, 5, 2.9, -5, 3, 14, -1, 0, 1

Next records follow.
Structure,CHRM5 antagonist,M4 PAM,CRFBP-R2 agonist,CHRM5 PAM,CHRM4 antagonist,CRFR2-BP antag,CHRM5 agonist,IDE inh,CHRM4 agonist
COc1cc(/C=C2\C(=O)NN(c3ccccc3)C2=O)cc([N+](=O)[O-])c1O,-8,1,-0.4,-1,1,16,-1,5,0
CC(C)=CCSc1nnc(CCNC(=O)OC(C)(C)C)o1,0,6,-2.1,-3,4,-12,1,-2,0
CCSC1=N/C(=C\c2ccc(-c3ccccc3[N+](=O)[O-])o2)C(=O)S1,4,12,36,-1,8,-10,-6,-2,1
CCOc1cc(/C=C/C(=O)OCC(=O)N(CC)C2CCS(=O)(=O)C2)cc(Cl)c1OC (stereo not given),-3,0,4.9,0,-4,10,0,/,2
CC(C)Cc1nnc(N)s1,10,-1,1.8,-3,-6,7,0,/,/
COc1ccc(C(=O)NC(C(=O)NCc2ccccc2OC)C(C)C)cc1 (stereo not given),4,-9,-0.2,0,1,1,-1,-1,1
COc1ccccc1/C=C/C=NC1C(=O)N(c2ccccc2)[N+](C)=C1C (stereo not given),7,-6,-11,-2,3,8,-5,-5,6
O=C(NC1=NCCS1)c1ccccc1OCc1ccccc1Cl,-11,5,1.2,11,-1,-9,-2,6,0
COc1ccc(OC)c(NC(=O)c2cccc(NC(=O)c3ccccc3)c2)c1,15,-3,-1.4,0,-7,4,-3,8,7
Cc1cc(NC(=O)CCC(=O)N(c2ccc(C)c(F)c2)C(C(=O)NC2CCCC2)c2ccco2)no1 (stereo not given),12,-7,0.1,2,9,6,-2,1,1
Nc1nonc1C(=O)OCC(=O)N1CCOCC1,-1,-9,-0.4,0,18,12,-1,-4,0
Cc1cc(NC(=O)CSCC(=O)N(C)Cc2c(F)cccc2Cl)no1,4,8,-1.4,1,-4,13,4,5,3
COc1ccc(CC(=O)Nc2ccc(S(=O)(=O)Nc3ncccn3)cc2)cc1,-4,4,-2.2,3,-2,6,-1,-1,1
C=CCNC(=O)CN1C(=O)CSc2ccc(S(=O)(=O)N3CCOCC3)cc21,-6,9,-0.5,3,-9,-13,1,/,1
CCCSc1ccc([C@@H]2[C@@H]3C(=O)N(CC)C(=O)[C@@H]3[C@]3(C(=O)OC)CCCCN23)cc1,3,19,-0.8,2,-14,-19,3,-1,0
O=C1CS/C(=N\c2ccccn2)N1C1CCCCC1,-2,-3,6.5,-1,-4,-3,0,-4,0
COc1ccc(/C=C2/SC(=S)N(CCC(=O)N3CCN(C)CC3)C2=O)cc1,3,-15,-0.1,7,13,-1,-3,4,2
CCOC(=O)C1=C(C)Nc2[nH]c(=O)[nH]c(=O)c2C1c1cccs1 (stereo not given),-1,5,0.2,-1,-1,3,2,1,0
CC(=O)N1CCC(C(=O)N2CCN(S(=O)(=O)c3ccc(F)cc3)CC2)CC1,15,-4,-0.2,-7,10,10,-6,-3,1
Cn1cnnc1SCC(=O)Nc1ccc(S(=O)(=O)N2CCCC2)cc1,5,10,0.5,0,1,1,1,2,0
N#CC(=C(c1ccccc1)c1ccccc1)c1ccccc1,12,-1,3.6,-2,-5,19,5,/,-1
COCCNC(=O)[C@@]1(C)C=C[C@@H](Cc2ccccc2)N1C(=O)c1ccccc1,3,17,-1.2,-1,-11,3,-4,4,1
O=C(NC(=S)N1CCCC1)c1ccc(Cl)cc1,12,6,-0.1,-7,-11,-6,-3,2,1
CCCOc1ccc(-c2c(C(=O)N/N=C/c3cccs3)nnn2-c2nonc2N)cc1,-2,2,-0.1,6,-5,-32,5,8,4
O=C1c2ccc([N+](=O)[O-])cc2C(=O)N1Cc1cccnc1,-2,0,-0.5,-9,3,-2,-1,6,1
COc1ccccc1/C=C/C(=O)OC(C)CN1CCOCC1 (stereo not given),-2,-4,-1.1,6,10,-2,-2,-3,0
Cc1ccc(NC(=O)c2ccc3c(c2)OCCO3)cc1S(=O)(=O)Nc1cccc(Cl)c1,4,-13,1.7,-13,1,-21,-2,0,4
O=C1CCN(Cc2ccccc2)S(=O)(=O)c2ccc(F)cc21,18,1,-0.1,-5,3,2,-7,4,1
Oc1c(Cl)cc(Cl)cc1CNc1ccccn1,13,-5,0.9,-14,4,12,-13,/,1

Complete entries as entered above. Order of values: CHRM5 antagonist | M4 PAM | CRFBP-R2 agonist | CHRM5 PAM | CHRM4 antagonist | CRFR2-BP antag | CHRM5 agonist | IDE inh | CHRM4 agonist
CCOC(=O)C1=C(C)Nc2[nH]c(=O)[nH]c(=O)c2C1c1cccs1 (stereo not given) in the list: -1 | 5 | 0.2 | -1 | -1 | 3 | 2 | 1 | 0
CC(Oc1ccccc1)C(=O)N1CCN(c2ccc(N3CCCCC3)nn2)CC1 (stereo not given) in the list: -1 | 5 | 0.9 | 1 | -2 | 5 | -2 | 14 | 1
C=CCn1c(SCC(=O)Nc2cccnc2Cl)nnc1-c1ccc(C(C)(C)C)cc1 in the list: -4 | 4 | 0.1 | 2 | 1 | -12 | 4 | 3 | 4
O=C(NCCOc1ccccc1F)c1ccccc1SCc1ccc(F)cc1 in the list: -2 | -11 | -3.1 | -12 | -6 | 64* | -3 | 4 | 7
COc1ccc(C(=O)NC(C(=O)NCc2ccccc2OC)C(C)C)cc1 (stereo not given) in the list: 4 | -9 | -0.2 | 0 | 1 | 1 | -1 | -1 | 1

Screens as filed in PubChem BioAssay.
